POLI inh: inhibitors of human DNA polymerase iota; Q9UNA4; Pol iota fluorescent replication assay, 10 min; Potency, µM (titrated, usually from 115 µM), for the others: top-dose activity, negative = inhibition, most hits filed as inhibitors; 390,000 tested, 1% active; AID 588590
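Fluorescent replication assay read twice, at 0 min and 10 min after adding 50 nM (final) substrate. Enzyme (10 nM) and compounds were first incubated 15 min at room temperature; enzyme-free buffer wells were negative controls.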
POLH inh: DNA polymerase eta (human) inhibition; recombinant Pol eta, fluorescent DNA replication assay; Potency, µM (top dose mostly 114 µM), for inactives: at the highest dose activity change, negative = inhibition, actives largely listed as inhibitors; AID 588591; 390,000 tested, 1.2% active; further: on the % scale 0 is the no-effect control and ±100 the full control effect
Target sequence (Q9Y253 whole entry, looked up): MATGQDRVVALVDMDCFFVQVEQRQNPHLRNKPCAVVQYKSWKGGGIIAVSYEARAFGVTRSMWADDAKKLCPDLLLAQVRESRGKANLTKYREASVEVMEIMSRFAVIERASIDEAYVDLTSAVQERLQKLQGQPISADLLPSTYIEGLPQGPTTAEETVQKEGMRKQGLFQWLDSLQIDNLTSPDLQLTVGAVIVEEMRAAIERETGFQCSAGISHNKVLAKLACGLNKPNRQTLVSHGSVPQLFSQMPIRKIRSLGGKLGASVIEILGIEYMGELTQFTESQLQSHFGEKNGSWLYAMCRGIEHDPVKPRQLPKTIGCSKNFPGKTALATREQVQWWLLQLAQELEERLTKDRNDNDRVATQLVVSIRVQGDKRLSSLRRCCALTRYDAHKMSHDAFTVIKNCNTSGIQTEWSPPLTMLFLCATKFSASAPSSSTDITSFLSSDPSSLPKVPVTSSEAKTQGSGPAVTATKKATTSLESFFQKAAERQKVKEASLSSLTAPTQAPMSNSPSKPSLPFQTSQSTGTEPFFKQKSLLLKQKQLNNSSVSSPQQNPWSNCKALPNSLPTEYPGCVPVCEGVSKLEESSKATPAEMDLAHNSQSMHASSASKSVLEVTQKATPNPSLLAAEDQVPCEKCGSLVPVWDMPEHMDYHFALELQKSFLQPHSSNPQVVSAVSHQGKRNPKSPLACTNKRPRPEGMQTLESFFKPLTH
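Pol eta (10 nM) was preincubated with compounds for 15 min at room temperature, after which fluorescent replication substrate (50 nM final) was added to start the reaction. Fluorescence was read kinetically at 0 and 10 min.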
Apoferritin bind: binds horse apoferritin like a general anesthetic; apoferritin/1-aminoanthracene competitive binding, fluorescence; Potency, µM (highest dose often 77.5 µM), without a hit: top-dose activity change, negative = displacement, most hits filed as inhibitors; 350,000 tested, 0.074% active; P02791; further: on the % scale 0 is the no-effect control and ±100 the full control effect; nearly all actives have a fitted effect of over 20% in size
Target sequence (P02791 2-175 limits assumed): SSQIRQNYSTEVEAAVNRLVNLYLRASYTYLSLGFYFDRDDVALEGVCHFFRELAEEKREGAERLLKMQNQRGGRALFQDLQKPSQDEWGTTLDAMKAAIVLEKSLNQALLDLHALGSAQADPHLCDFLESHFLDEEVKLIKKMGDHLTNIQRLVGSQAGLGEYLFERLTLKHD
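10 uM apoferritin + 50% sat. 1-AMA, PBS; cpd 10 min RT; Ex380/Em535 endpoint; normalized to free probe vs complex; 4-param Hill fit; propofol titration as pos. ctrl.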
Pol kappa inh: DNA polymerase kappa (human) inhibition; Q9UBT6; purified Pol kappa, fluorescent DNA synthesis assay, 10 min; Potency, µM (series often up to 107 µM), inactives show top-dose activity, negative = inhibition, usual class: inhibitors; 400,000 tested, 0.53% active; AID 588579; further: on the % scale 0 is the no-effect control and ±100 the full control effect
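Inhibition of 10 nM Pol kappa is measured by a fluorescent read-out at 0 and 10 min following addition of 50 nM substrate (final), with a 15-min room-temperature compound preincubation.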
APE1 inh: APE1 (human) endonuclease inhibition; recombinant APE1, TAMRA/BHQ-2 abasic DNA cleavage fluorescence; 350,000 tested, 0.35% active; AID 2517; Potency, µM (doses to about 65.8 µM), for the others: top-dose activity change, negative = inhibition, most hits filed as inhibitors;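 further: plate controls were vehicle for no effect and reference inhibitor for full effect; nearly all actives have a fitted effect of over 55% in size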
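Incision of a quenched TAMRA/BHQ-2 THF abasic-site duplex (50 nM) by 0.75 nM APE1, after 15 min compound preincubation, measured as fluorescence increase over three 60 s reads. Values normalized to buffer, DMSO and NSC13755 control wells.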
BLM helicase inh: Bloom syndrome helicase (human) inhibition; Potency, µM (highest dose often 56.1 µM), inactives show at the highest dose activity change, negative = inhibition, usual class: inhibitors; P54132; AID 2528; 350,000 tested, 0.2% active; recombinant BLM DNA unwinding, fluorescence dequenching;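 further: plate controls were vehicle for no effect and no enzyme for full effect; nearly all actives have a fitted effect of over 35% in size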
Pol beta inh: DNA polymerase beta (human) inhibition; P06746; Pol beta primer extension/strand displacement, fluorescence kinetic; Potency, µM (top dose mostly 114 µM), inactives show top-dose activity change, negative = inhibition, usual class: inhibitors; 340,000 tested, 1.3% active; further: on the % scale 0 is the no-effect control and ±100 the full control effect
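Human Pol beta at 10 nM; strand-displacement substrate 50 nM final. Compound exposure 15 min at room temperature before start, reaction 10 min at room temperature.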
BAZ2B inh: BAZ2B (human) inhibition. Potency, µM (doses to about 114 µM), for the others: at the top dose activity change, negative = inhibition, hits mostly inhibitors. 360,000 tested, 4.4% active. AlphaScreen BAZ2B-H3K14Ac peptide displacement; further: on the % scale 0 is the no-effect control and ±100 the full control effect; nearly all actives have a fitted effect of over 60% in size
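In this displacement format the biotinylated H3(5-23) peptide acetylated at Lys14 serves as ligand at 50 nM, with BAZ2B at 50 nM in PBS pH 7.4 containing 0.01% Tween-20. Donor and acceptor beads are 10 ug/mL final.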
G9a block: blocks human histone lysine methyltransferase G9a; G9a H3K9 monomethylation, AlphaScreen, 2 h; Q96KQ7; Potency, µM (top dose mostly 102 µM), for inactives: at the highest dose activity, negative = inhibition, usual class: inhibitors; 350,000 tested, 8.8% active; further: on the % scale 0 is the no-effect control and ±100 the full control effect; nearly all actives have a fitted effect of over 75% in size
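G9a (20 nM) was preincubated 15 min with compound, then reacted 2 h at room temperature with 500 nM biotin-H3K9 peptide and 20 µM SAM. Monomethyl-H3K9 detected by AlphaScreen using anti-H3K9me1 antibody.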
* = called active by the depositor; ? = inconclusive; · = no result given; & = joins results of further samples; [ ] = another dose, or the depositor's remark. The call rests on the fitted dose curve; in most records, active means well fitted curve in the direction sought with a large enough effect; inconclusive means small, poorly fitted or top-dose-only effect, or another doubt; inactive means no such curve, though single readings can be large; an effect the other way counts as inactive or inconclusive. Potency means the concentration at half of the fitted maximal effect. Not all compounds are listed, so the mix of outcomes need not match the whole.

Results follow in this order: Pol kappa inh, BLM helicase inh, G9a block, POLI inh, POLH inh, BAZ2B inh, APE1 inh, Apoferritin bind, Pol beta inh
1: COc1ccc(N2CC3=C(C2=O)C(c2ccc(O)c(OC)c2)NC(=O)N3C)cc1 (configuration not stated)
  2%, -2%, 12%[59 µM], 1%, -1%, -18%, ·, 1%, 11%
2: NC(=O)C1(N2CCCCC2)CCN(CC(=O)Nc2ccc(Oc3ccccc3)cc2)CC1
  -7%, 2%, 0%[59 µM], 5%, -19%, -4%, -1%, -18%, 24%
3: COc1cc(NC(=O)c2cnn(-c3cccc(F)c3)c2C2CCNCC2)cc(OC)c1OC
  2%, -7%, ?, 47%[activator], 7%, 16%[57.1 µM], ·, 5%, 19%
4: Cc1cccc(N(CC(=O)Nc2ccccc2F)S(C)(=O)=O)c1
  -10%, -3%, 19%, 3%, -12%, -2%, -10%, -11%, 7%
5: CC(=O)c1c(N2CCOCC2)nc(=S)n(-c2ccccc2)c1C
  -4%[60.1 µM], 3%, 22%[12.7 µM], 7%, 10%, -1%, 2%, -6%, -9%
6: COC(=O)c1ccc(CNS(=O)(=O)c2ccc3ccccc3c2)cc1
  0%, -5%, -16%, 75%[activator], -7%, -15%, -9%, -9%, ?
7: Cc1ccc(Nc2cc(C)nc3nnnn23)cc1
  -19%, -1%, 8%[59 µM], 16%, -9%, -36%, 5%, 3%, -2%
8: CCC(C)[C@H](NC(=O)[C@H](Cc1ccccc1)n1c(=O)[nH]c2ccccc2c1=O)C(=O)N1CCC[C@@H]1C(=O)O (some centres not stated)
  10%, 1%, -7%, 13%, -14%, -4%, 6%, -2%, 75%
9: CCOc1ccc(CN(CCC#N)C(=S)NC(=O)c2ccccc2)cc1
  0%, 1%, 1.4µM*, 13%, -4%, -37%, -1%, 5%, -15%
10: C=CCNC(=O)/C(=C\c1ccco1)NC(=O)c1ccco1
  -1%, -3%, 15%[59 µM], 214%[activator], -14%, -1%, 11%, -3%, 27%
11: CN(CC(=O)Nc1ccccc1Cl)CC(=O)N(C)c1c(N)n(Cc2ccccc2)c(=O)[nH]c1=O
  -7%, ·, ·, 36%[activator], -8%, ·, -6%, ·, ·
12: CCSc1nc(=O)c2c(n1C)NC(=O)CC2c1ccc(O)cc1OC (configuration not stated)
  5%, -1%, -2%[59 µM], -11%, -10%, -20%, ·, -6%, 17%
13: OC[C@H](O)[C@H](O)[C@@H](O)[C@@H](O)[C@@H]1SC(c2ccccc2)=NN1c1ccccc1
  0%, -3%, 11µM*, 12%, -11%, -28%, -5%, -7%, 5%
14: Cc1ccc(C(=O)Nc2ccc3c(c2)OCCO3)c(C)c1
  -13%, 0%, 19%, 30%[activator], -16%, 10%, ?, -4%, -10%
15: Cc1cc(Cl)ccc1NS(=O)(=O)c1c(C(=O)N2CCC(C)CC2)c(C)n(C)c1C
  -5%[60.1 µM], -2%, 8%[59 µM], 7%, -15%, ?, ·, -5%, 21%
16: Cc1ccc(O)c(C(=O)c2cc(C(=O)NCCc3ccccc3)c(=O)n(CCc3ccccc3)c2)c1
  -5%, -8%, -18%[59 µM], 1%, -11%, -12%, -7%, -23%, ?
17: CCn1nc(C)c(C2C(C#N)=C(N)OC3=C2C(=O)CC(C)(C)C3)c1C (configuration not stated)
  -1%, 1%, 4%[59 µM], 17%, -24%, 10%, 0%, 2%, -15%
18: Cc1ccc(OCC(=O)Nc2ccc(N3CCN(C(=O)c4ccc(C)cc4)CC3)cc2)cc1
  -12%, -2%, 6%, -16%, 6%, -2%, -3%, -9%, 2%
19: COc1ccc(OC)c(S(=O)(=O)N2CCCC(C(=O)NCCN3CCOCC3)C2)c1 (configuration not stated)
  -1%, -3%, -10%, 40%[activator], -3%, -15%, 20%, -6%, 26%
20: O=C(Cn1c(=O)nc(-c2ccccc2)c2cc(Cl)ccc21)NCCc1ccccc1
  -7%[60.1 µM], 0%, 4%[12.7 µM], 18%, -9%, -4%, ·, 47%[activator], -1%
21: Cc1cccc2cc(C#N)c(SCC#N)nc12
  5%, -3%, 25µM*, -2%, -4%, 1%, 7%, -9%, 2%
22: C/C(=N\NC(=O)c1ccc(N2CCCC2=O)cc1)c1ccc(O)cc1O
  -21%, -6%, ·, 45µM*, -4%, -5%, -10%, -8%, -2%
23: O=C(c1ccc(Cl)cc1)N(Cc1ccccc1F)N1C(=O)CCCC1=O
  -24%, 0%, 11%, 16%, 8%, -19%, 8%, -8%, 6%
24: CCNS(=O)(=O)c1ccc2c(c1)n(C)c(=O)n2C
  -2%, -2%, 8%[12.7 µM], 3%[58.9 µM], -10%, -27%, 3%, -1%, -1%
25: CN(C)c1ccc(NC(=O)CSC2=Nc3ccccc3C3=NC(CC(=O)NCc4ccccc4)C(=O)N23)cc1 (configuration not stated)
  -2%[60.1 µM], 0%, 1.6µM*, ?, -19%, -36%, ·, ?, 4%
26: COc1ccc(-n2c(SCC(=O)O)nc3sc4c(c3c2=O)CCC4)cc1
  -12%, -3%, ·, -14%, -10%, -15%, 12%, -2%, 10%
27: Cc1nn(Cc2cccc(F)c2)c(C)c1NC(=O)c1ccc(COc2ccccc2Cl)cc1
  1%, -8%, -45%[59 µM], ?, -11%, -29%, -3%, 33%[activator], 1%
28: NNC(=O)Cn1nc2n(c1=O)-c1ccccc1SC2
  -10%, -5%, -3%[59 µM], 5%, 5%, 1%, 1%, -14%, 3%
29: COc1ccc(-c2noc(-c3ccc(N4CCCCC4)c([N+](=O)[O-])c3)n2)cc1
  -3%, -2%, -13%[59 µM], -6%, -10%, -5%, ·, -5%, 10%
30: CC1CCN(CC(O)COc2ccc(OCC(O)CN3CCC(C)CC3)cc2)CC1 (configuration not stated)
  4%, 3%, ·, 32%[activator], -16%, 10%[57.1 µM], 13%, -4%, 59%

Reformatted in transposed form: part of the list above
[15] Cc1cc(Cl)ccc1NS(=O)(=O)c1c(C(=O)N2CCC(C)CC2)c(C)n(C)c1C
[16] Cc1ccc(O)c(C(=O)c2cc(C(=O)NCCc3ccccc3)c(=O)n(CCc3ccccc3)c2)c1
[17] CCn1nc(C)c(C2C(C#N)=C(N)OC3=C2C(=O)CC(C)(C)C3)c1C (configuration not stated)
[18] Cc1ccc(OCC(=O)Nc2ccc(N3CCN(C(=O)c4ccc(C)cc4)CC3)cc2)cc1

entry no. | 15 | 16 | 17 | 18
Pol kappa inh | -5%[60.1 µM] | -5% | -1% | -12%
BLM helicase inh | -2% | -8% | 1% | -2%
G9a block | 8%[59 µM] | -18%[59 µM] | 4%[59 µM] | 6%
POLI inh | 7% | 1% | 17% | -16%
POLH inh | -15% | -11% | -24% | 6%
BAZ2B inh | ? | -12% | 10% | -2%
APE1 inh | · | -7% | 0% | -3%
Apoferritin bind | -5% | -23% | 2% | -9%
Pol beta inh | 21% | ? | -15% | 2%

More structures
Results follow in this order: Pol kappa inh, BLM helicase inh, G9a block, POLI inh, POLH inh, BAZ2B inh, APE1 inh, Apoferritin bind, Pol beta inh
31: Cc1nn(CC(=O)O)c(C)c1NC(=O)c1cccs1
  15%, -1%, ·, 18%, -4%, -11%, -1%, 0%, 0%
32: Cc1cc(C(=O)Nc2ccc(Br)cc2)c2ccccc2n1
  -6%, 3%, -7%[0.501 µM], 14%, 0%, 10%, -17%, -9%, 32%
33: O=C(CSc1nccn(-c2ccc(Br)cc2)c1=O)NCc1ccccc1
  -8%, ·, ?, 17%, -14%, -8%, 42%, ·, ·
34: Cn1cccc1C(=O)NC(=O)COC(=O)c1ccc(S(C)(=O)=O)c([N+](=O)[O-])c1
  -19%&-11%, ·, ·, ?, ?, ·, -11%, ·, ·
35: CCCC(=O)Nc1ccc(Cl)c(NC(=O)CC)c1
  6%, -1%, 1%, -7%, -6%, 19%, 1%, -8%, 6%
36: CCOC(=O)C1CCN(C(=O)Cn2nc(C)n3c(cc4cc(F)ccc43)c2=O)CC1
  17%&13%, 3%&2%, -5%, -7%&-7%, -7%&-15%, -39%&-14%, -3%, -5%&1%, ?
37: COc1ccc(-n2nc3c(c2NC(=O)COc2ccccc2)CS(=O)C3)cc1 (configuration not stated)
  -10%, -3%, ·, 25%, -3%, -4%, 2%, -4%, 20%
38: CC(=O)NC1CC2CCCC(C1)N2S(=O)(=O)c1cccc(F)c1 (configuration not stated)
  8%, -1%, 10%[59 µM], -1%, -7%, 7%, -4%, ?, 38%
39: CSc1ccc(Cl)c(C(=O)N(C)CC(=O)Nc2ccc(N3CCOCC3)cc2)c1
  -8%, ·, 35µM*, 11%, -19%, -3%, 24%, ·, ·
40: Cc1cc(C)c2ccc(C(=O)O)nc2c1O
  -19%, -7%, ?, -3%, 0%, -36%, 5%, -14%, 3%
41: CNC(=S)N1N=C(c2ccccc2)CC1c1ccc(Br)cc1 (configuration not stated)
  -10%, -10%, -6%, 3%, -15%, -9%, -1%, 3%, 9%
42: O=C(Nc1ccc(-c2cn3ccccc3n2)cc1)c1ccc(Cl)cc1
  -1%, -6%, 24%[59 µM], -16%, ?, 50%[activator][57.1 µM], 0%, 5%, 11%

Retrieved by compound from the entries so far (7):
Results follow in this order: Pol kappa inh, BLM helicase inh, G9a block, POLI inh, POLH inh, BAZ2B inh, APE1 inh, Apoferritin bind, Pol beta inh
37: COc1ccc(-n2nc3c(c2NC(=O)COc2ccccc2)CS(=O)C3)cc1 (configuration not stated)
  -10%, -3%, ·, 25%, -3%, -4%, 2%, -4%, 20%
34: Cn1cccc1C(=O)NC(=O)COC(=O)c1ccc(S(C)(=O)=O)c([N+](=O)[O-])c1
  -19%&-11%, ·, ·, ?, ?, ·, -11%, ·, ·
41: CNC(=S)N1N=C(c2ccccc2)CC1c1ccc(Br)cc1 (configuration not stated)
  -10%, -10%, -6%, 3%, -15%, -9%, -1%, 3%, 9%
40: Cc1cc(C)c2ccc(C(=O)O)nc2c1O
  -19%, -7%, ?, -3%, 0%, -36%, 5%, -14%, 3%
38: CC(=O)NC1CC2CCCC(C1)N2S(=O)(=O)c1cccc(F)c1 (configuration not stated)
  8%, -1%, 10%[59 µM], -1%, -7%, 7%, -4%, ?, 38%
31: Cc1nn(CC(=O)O)c(C)c1NC(=O)c1cccs1
  15%, -1%, ·, 18%, -4%, -11%, -1%, 0%, 0%
39: CSc1ccc(Cl)c(C(=O)N(C)CC(=O)Nc2ccc(N3CCOCC3)cc2)c1
  -8%, ·, 35µM*, 11%, -19%, -3%, 24%, ·, ·

Assay outcomes (PubChem)
